NS5 inhibitors: Dengue-2 NS5 methyltransferase inhibitors, primary screen, biochemical, confirmation dose response (AID 588689); Dengue-2 NS5 methyltransferase capping enzyme assay, biochemical; higher % means a stronger effect; inhibition, % at 25 µM; hits with a dose series show IC50 in µM; Genome polyprotein (Dengue virus type 2 (strain 16681-PDK53)); 340,000 compounds, 0.3% hits; in the data active = a potency from the dose series; inconclusive = inhibition above about 29% without an active follow-up result
Rac1 GTP hydrolysis: MgcRacGAP GTPase-activating activity inhibitors, confirmation, biochemical, ADP Hunter fluorescence; 340,000 compounds, 0.6% hits; Rac GTPase-activating protein 1 (Homo sapiens); one-dose inhibition, % at 30 µM; IC50 in µM for titrated hits; AID 624330, 2012; MgcRacGAP-stimulated Rac1 GTP hydrolysis, ADP Hunter fluorescence; higher % means a stronger effect; GST-tagged Rac1 F28L mutant substrate;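 active = first-screen hits whose inhibition reached a set limit at any dose in the follow-up dose series; inconclusive = inhibition above the set first-screen limit but never retested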;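 note: fluorescence reports GDP produced by GAP-driven GTP hydrolysis; strong numbers were not always called active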
SIAH1 antagonists: Siah-1 peptide-binding antagonists, primary screen, biochemical, fluorescence polarization, rhodamine-plectin, uHTS (AID 1817) | E3 ubiquitin-protein ligase SIAH1 (Homo sapiens) | Siah-1 / rhodamine-plectin peptide fluorescence polarization; higher % means a stronger effect | one-dose displacement, % at 20 µM; IC50 in µM for titrated hits | 290,000 compounds, 0.02% hits;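 active = displacement of at least 50% at 20 µM, with a fluorescence ratio check between 0.3 and a set limit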;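 note: plate controls were Siah plus tracer with DMSO for no effect and tracer alone without Siah for full effect; strong numbers were not always called active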
Large T inhibition: SV40 large T antigen inhibitors, biochemical (AID 1903); 310,000 compounds, 0.39% hits; SV40 large T antigen ATPase/helicase inhibition assay; higher % means a stronger effect; inhibition, % at 20 µM; hits with a dose series show IC50 in µM; in the data active = a potency from the dose series; inconclusive = inhibition mostly from about 32% at the one dose, without a potency; inactive = the rest, 99 in 100 with inhibition below about 32%; note: strong numbers were not always called active
HIV peptide binding: inhibitors of HIV fusion peptide binding, primary screen, biochemical, uHTS, fluorescence dequenching (AID 1986); cell-free peptide binding, fluorescence dequenching, 30 min; higher % means a stronger effect; inhibition, % at 20 µM; hits with a dose series show IC50 in µM; 290,000 compounds, 0.3% hits; in the data active = inhibition mostly above about 52%, no sharp cut-off; inactive = mostly below about 76%; note: some results filed as inactive read as strong as hits
XIAP displacement: XIAP antagonists, biochemical, IAP family, fluorescence polarization (AID 1018) | 200,000 compounds, 0.007% hits | XIAP BIR domain, fluorescence polarization peptide displacement; higher % means a stronger effect | one-dose displacement, % at 20 µM; IC50 in µM for titrated hits; in the data active = displacement above about 50%; note: a part of the inactive calls stands beside numbers as strong as those of hits
RSV CPE inhibition: RSV antiviral activity via CPE protection, HEp-2 cells, primary 10 µM value included (AID 2391); HEp-2 cells, RSV-induced CPE inhibition; higher % means a stronger effect; CPE inhibition, % at 10 µM; hits with a dose series show IC50 in µM; 310,000 compounds, 0.13% hits; in the data active = a potency from the dose series; inconclusive = CPE inhibition mostly from about 23% at the one dose, without a potency; inactive = the rest, 99 in 100 with CPE inhibition below about 21%; note: strong numbers were not always called active
LYP inhibition: inhibitors of LYP phosphatase, biochemical, fluorescence intensity, uHTS (AID 1779); recombinant LYP phosphatase, fluorescence intensity; higher % means a stronger effect; one-dose inhibition, % at 11.5 µM; IC50 in µM for titrated hits; 290,000 compounds, 0.054% hits; in the data active = inhibition above about 50%;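 note: plate controls were vehicle with enzyme for no effect and no enzyme for full effect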
AID2073: inhibitors of Mint1-CaV2.2 protein interaction, biochemical, HTRF (AID 2073) | HTRF protein-protein interaction, Mint1-CaV2.2; higher % means a stronger effect | inhibition, % at 20 µM; hits with a dose series show IC50 in µM | 290,000 compounds, 0.19% hits; in the data active = inhibition mostly above about 51%, no sharp cut-off; inconclusive = no clear call, values can overlap the other calls; inactive = mostly below about 53%; note: some results filed as inactive read as strong as hits
NS5 inhibitors pilot replicate: also measured in NS5 inhibitors; calls as there; inhibition, %; measured here: pilot screen replicate inhibition
Numbers without * were called inactive; ? = inconclusive; · = not tested or not shown. The order is random; about 1.7% have a hit in one of these screens.

SMILES	NS5 inhibitors	Rac1 GTP hydrolysis	SIAH1 antagonists	Large T inhibition	HIV peptide binding	XIAP displacement	RSV CPE inhibition	LYP inhibition	AID2073	others
CC(C)(C)C(CN1CCCC1)OC(=O)c1ccccc1 (configuration not stated)	-8%	·	-1%	7%	-0.9%	·	0.9%	-9%	1%
CCOC(=O)c1cc2sccc2n1CC(=O)OC(C)C	3%	4%	1%	?	-2.8%	-0.9%	0.3%	-5%	3%
CCN(CC)S(=O)(=O)c1ccc2c(c1)nc(-c1ccccn1)n2C	-1%	2%	-2%	9%	1.1%	·	1.9%	5%	11%
Cc1ccc(F)cc1NC(=O)C1C2CCC(O2)C1C(=O)O (configuration not stated)	-10%	4%	-5%	-11%	-1.0%	·	0.1%	-7%	4%
Cc1cc(OC(=O)c2ccco2)c2c(C)cc(=O)oc2c1	-3%	9%	11%	0%	10%	-6.1%	0.8%	-1%	6%
CN(C)C(=O)C1OC(C)(C)OC1C(=O)N(C)C (configuration not stated)	-2%	5%	-3%	2%	-1.8%	-8.4%	0.1%	0%	0%
CC(=O)c1ccc(NC(=O)CC2S/C(=N/N=C3CCCCCC3)NC2=O)cc1 (configuration not stated)	-4%	11%	-4%	·	1.2%	·	·	-11%	2%
COC(=O)C1=CN(C2CCCCC2)C=C(C(=O)OC)C1c1ccc2c(c1)OCO2	-1%	4%	3%	·	-0.5%	-2.8%	2.2%	2%	19%
Cc1noc(C)c1S(=O)(=O)N1CCCC(C(=O)NCCc2ccccc2)C1 (configuration not stated)	-6%	7%	0%	29%	-1.1%	-2.5%	0.6%	2%	4%
CCOC(=O)CSc1nnc(-c2ccco2)n1C	-8%	6%	2%	3%	-0.3%	-6.6%	·	-5%	38%
CCOc1ccc(C(=O)Nc2ccc(NC(=O)c3cccs3)cc2)cc1[N+](=O)[O-]	-1%	4%	2%	0%	-1.0%	1.3%	1.6%	5%	-5%
Cc1ccc(S(=O)(=O)N(C)C)cc1NC(=S)NCCCn1ccnc1	-3%	4%	5%	1%	-1.5%	-5.2%	2.8%	-4%	-6%
COc1ccc(/C(N)=N/OC(=O)c2ccc(C)c([N+](=O)[O-])c2)cc1OC	1%	3%	1%	11%	-0.7%	-2.0%	·	-4%	0%
CCCCN(C(=O)c1ccc([N+](=O)[O-])o1)c1c(N)n(CC(C)C)c(=O)[nH]c1=O	4%	2%	·	20%	·	·	-1.7%	·	·
CCOC(=O)c1ccc(N2C(=O)CC(Nc3ccc(CCO)cc3)C2=O)cc1 (configuration not stated)	4%	3%	-4%	25%	-0.8%	-8.7%	0.0%	-1%	-1%	NS5 inhibitors pilot replicate=-2.7

Ordered by number of heavy atoms (falling): some entries from above
SMILES	NS5 inhibitors	Rac1 GTP hydrolysis	SIAH1 antagonists	Large T inhibition	HIV peptide binding	XIAP displacement	RSV CPE inhibition	LYP inhibition	AID2073	others
COC(=O)C1=CN(C2CCCCC2)C=C(C(=O)OC)C1c1ccc2c(c1)OCO2	-1%	4%	3%	·	-0.5%	-2.8%	2.2%	2%	19%
CCOC(=O)c1ccc(N2C(=O)CC(Nc3ccc(CCO)cc3)C2=O)cc1 (configuration not stated)	4%	3%	-4%	25%	-0.8%	-8.7%	0.0%	-1%	-1%	NS5 inhibitors pilot replicate=-2.7
Cc1ccc(F)cc1NC(=O)C1C2CCC(O2)C1C(=O)O (configuration not stated)	-10%	4%	-5%	-11%	-1.0%	·	0.1%	-7%	4%

Fetched by compound from the entries so far (4):
SMILES	NS5 inhibitors	Rac1 GTP hydrolysis	SIAH1 antagonists	Large T inhibition	HIV peptide binding	XIAP displacement	RSV CPE inhibition	LYP inhibition	AID2073	others
CN(C)C(=O)C1OC(C)(C)OC1C(=O)N(C)C (configuration not stated)	-2%	5%	-3%	2%	-1.8%	-8.4%	0.1%	0%	0%
CCN(CC)S(=O)(=O)c1ccc2c(c1)nc(-c1ccccn1)n2C	-1%	2%	-2%	9%	1.1%	·	1.9%	5%	11%
CCOC(=O)CSc1nnc(-c2ccco2)n1C	-8%	6%	2%	3%	-0.3%	-6.6%	·	-5%	38%
CCOc1ccc(C(=O)Nc2ccc(NC(=O)c3cccs3)cc2)cc1[N+](=O)[O-]	-1%	4%	2%	0%	-1.0%	1.3%	1.6%	5%	-5%

As a working copy, 2 of the compounds above.
SMILES	NS5 inhibitors	Rac1 GTP hydrolysis	SIAH1 antagonists	Large T inhibition	HIV peptide binding	XIAP displacement	RSV CPE inhibition	LYP inhibition	AID2073	others
CCCCN(C(=O)c1ccc([N+](=O)[O-])o1)c1c(N)n(CC(C)C)c(=O)[nH]c1=O	4%	2%	·	20%	·	·	-1.7%	·	·
CCOC(=O)c1ccc(N2C(=O)CC(Nc3ccc(CCO)cc3)C2=O)cc1 (configuration not stated)	4%	3%	-4%	25%	-0.8%	-8.7%	0.0%	-1%	-1%	NS5 inhibitors pilot replicate=-2.7
